# LDHA block: LDHA (human) enzyme inhibition | hit rate 0.15% among 480,000 | activity change, % (values are at about 110 or 230 µM) | P00338 | purified LDHA, NADH/diaphorase-resazurin fluorescence; stronger effect = lower value; in the data active means activity change below about -30%; inconclusive means mostly about -25% to -30%;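 further: plate controls were DMSO wells for no effect and wells without enzyme for full effect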
#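 Human LDH5 at 2 nM final in Tris HCl pH 7.4 with 0.06 mM NADH and 0.2 mM pyruvate, reacted 5 minutes at room temperature. Remaining NADH coupled via diaphorase/resazurin; resorufin fluorescence read at 0 and 20 minutes, normalized to enzyme-free and DMSO wells.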
# RGS4 inhibitor: human RGS4 inhibition; AID 504845; Transcreener GDP fluorescence polarization, RGS4-accelerated GTP hydrolysis; Potency, µM (series often up to 114 µM), for the others: at the highest dose activity change, negative = inhibition, hits mostly inhibitors; hit rate 0.039% among 390,000; further: potency means the concentration at half of the fitted maximal effect; on the % scale 0 is the no-effect control and ±100 the full control effect; nearly all actives have a fitted effect of over 75% in size; some results filed as inactive show a strong effect at the top dose
# Target sequence (P49798 whole entry, looked up): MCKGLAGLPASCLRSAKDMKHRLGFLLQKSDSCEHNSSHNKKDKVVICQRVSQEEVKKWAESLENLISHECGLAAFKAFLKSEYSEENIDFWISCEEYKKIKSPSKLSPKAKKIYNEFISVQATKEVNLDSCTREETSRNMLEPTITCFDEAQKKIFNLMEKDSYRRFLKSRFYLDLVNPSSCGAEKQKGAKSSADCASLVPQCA
#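 MLSMR compounds (23 nl, pin-transferred) preincubated 10 min at room temperature with a 500nM (2x) first reagent, then RGS4 at 900nM (2x) plus Transcreener GDP mix added; fluorescence polarization (620/688 nm) read before and after 90 min at 30 °C.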
# Vif-APOBEC3F blk: blocks the Vif interaction with APOBEC3F. HeLa A3F-eYFP + Vif (tagged APOBEC3F with the HIV-1 protein that degrades it), YFP fluorescence increase. Potency, µM (doses to about 46.1 µM), for the others: at the top dose activity, negative = active. hit rate 0.2% among 390,000. AID 602313; further: potency means the concentration at half of the fitted maximal effect; % of control where 0% means no effect; nearly all actives have a fitted effect of over 65% in size
#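 HeLa cells stably expressing Vif plus C-terminally eYFP-tagged A3F were seeded, incubated overnight at 37 deg C, dosed with compound, incubated overnight again at 37 deg C. Yellow fluorescence (Ex 488/Em 500-530) reported blocked Vif-mediated A3F-eYFP degradation.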
# USP1 inh: inhibitors of human USP1/UAF1 deubiquitinase | Potency, µM (titrated, usually from 57.1 µM), for inactives: at the highest dose activity change, negative = inhibition, actives largely listed as inhibitors | hit rate 0.23% among 390,000 | O94782 | recombinant USP1/UAF1, Ub-Rhodamine cleavage fluorescence; further: potency means the concentration at half of the fitted maximal effect; on the % scale 0 is the no-effect control and ±100 the full control effect; nearly all actives have a fitted effect of over 60% in size; inactives centre near -12
#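 USP1/UAF1 complex (1 nM) preincubated 15 min at room temperature with compound, then Ub-Rho substrate (150 nM final) added. Kinetic fluorescence at 480/540 nm over 6 reads at 60 s intervals; 50 mM HEPES pH 7.8, 0.5 mM EDTA, 0.1 mg/ml BSA, 1 mM TCEP, 0.01% Tween-20.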
# IDH1 R132H inh: blocks human mutant IDH1 R132H enzyme; IDH1-R132H enzyme, NADPH consumption, diaphorase/resazurin fluorescence; Potency, µM (series often up to 76.6 µM), for the others: at the top dose activity change, negative = inhibition, actives largely listed as inhibitors; hit rate 0.093% among 390,000; further: potency means the concentration at half of the fitted maximal effect; on the % scale 0 is the no-effect control and ±100 the full control effect; nearly all actives have a fitted effect of over 65% in size
# Target sequence (O75874 whole entry R132H, stated change not applied): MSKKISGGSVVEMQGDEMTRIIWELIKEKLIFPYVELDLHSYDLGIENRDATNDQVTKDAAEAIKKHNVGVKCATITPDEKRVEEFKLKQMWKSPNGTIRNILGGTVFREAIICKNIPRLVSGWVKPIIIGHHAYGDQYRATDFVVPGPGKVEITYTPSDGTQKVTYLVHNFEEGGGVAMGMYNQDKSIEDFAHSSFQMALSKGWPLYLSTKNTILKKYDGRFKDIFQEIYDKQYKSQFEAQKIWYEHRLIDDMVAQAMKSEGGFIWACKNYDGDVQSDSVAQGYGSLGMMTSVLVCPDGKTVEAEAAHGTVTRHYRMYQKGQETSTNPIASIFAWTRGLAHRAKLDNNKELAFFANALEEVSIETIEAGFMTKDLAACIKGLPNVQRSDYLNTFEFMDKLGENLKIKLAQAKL
#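 IDH1-R132H (0.5 ug/mL dispensed) in pH 7.5 Tris buffer was preincubated 30 min with compound, then given a substrate mix of 0.016 mM NADPH and 2 mM alpha-KG for 80 min at room temperature; remaining NADPH was read by diaphorase/resazurin fluorescence.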
# Glioma ERSR ind: induces the endoplasmic reticulum stress response in human glioma cells; Potency, µM, without a hit: at the top dose activation, actives largely listed as activators; AID 602332; hit rate 0.02% among 420,000; U87-MG GRP78 promoter luciferase reporter, 16 h; further: potency means the concentration at half of the fitted maximal effect; series mostly up to about 76 µM; % of control where 0% means no effect; nearly all actives have a fitted effect of over 35% in size
#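 Stably transfected U87-MG human glioma cells carrying a GRP78-based luminescent sensor were seeded at 1000 cells/well, pin-dosed with compounds and incubated 16 h. Luciferase reagent was then added, and end-point luminescence was read after 10 min at room temperature.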
# Vif-A3G inh: Vif-A3G binding inhibition. Q9HC16. HeLa A3G-eYFP + Vif (tagged APOBEC3G with the HIV-1 protein that degrades it), YFP fluorescence, overnight. Potency, µM (highest dose often 46.1 µM), for the others: at the highest dose activity, negative = active, usual class: inhibitors. hit rate 0.076% among 410,000;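 further: potency means the concentration at half of the fitted maximal effect; on the % scale 0 is the no-effect control and ±100 the full control effect; nearly all actives have a fitted effect of over 60% in size; hits raise eYFP signal because A3G escapes Vif-driven loss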
#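 HeLa cells stably expressing Vif and C-terminally eYFP-tagged A3G, seeded overnight at 37 deg C, then exposed to compound by pintool overnight at 37 deg C. Rise in yellow fluorescence (Ex 488/Em 500-530, Acumen) marks blocked Vif-driven A3G degradation.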
# TrxR1 substrate: rat thioredoxin reductase 1 substrate activity. O89049. AID 588456. hit rate 0.01% among 390,000. Potency, µM (top dose mostly 114 µM), for inactives: top-dose activity change, negative = substrate turnover. purified TrxR1 substrate turnover, NADPH consumption readout; further: potency means the concentration at half of the fitted maximal effect; on the % scale 0 is the no-effect control and ±100 the full control effect; nearly all actives have a fitted effect of over 50% in size
# Target sequence (O89049 whole entry, looked up): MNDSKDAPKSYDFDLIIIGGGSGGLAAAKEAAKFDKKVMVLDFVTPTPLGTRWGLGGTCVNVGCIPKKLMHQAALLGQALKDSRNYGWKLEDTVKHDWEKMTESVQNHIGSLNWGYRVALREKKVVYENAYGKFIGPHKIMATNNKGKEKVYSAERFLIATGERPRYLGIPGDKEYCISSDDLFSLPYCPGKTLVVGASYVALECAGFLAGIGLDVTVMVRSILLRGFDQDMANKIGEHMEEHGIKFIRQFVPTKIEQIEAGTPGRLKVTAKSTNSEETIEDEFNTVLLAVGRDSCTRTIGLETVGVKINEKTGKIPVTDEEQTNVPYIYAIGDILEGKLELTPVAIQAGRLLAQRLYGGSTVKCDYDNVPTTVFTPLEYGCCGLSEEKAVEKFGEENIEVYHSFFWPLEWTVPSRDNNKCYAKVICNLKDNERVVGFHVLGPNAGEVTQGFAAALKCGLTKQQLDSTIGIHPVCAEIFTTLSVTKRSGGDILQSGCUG
#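 Rat TrxR1, dispensed at 90 nM, was prereduced with 400 uM NADPH (final) for 5 min at ~22 deg C, then incubated with compound 15 min before 400 uM selenite. A first-read NADPH fluorescence drop versus no-compound background flagged substrates.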
# rTrxR1 inhibitor: blocks rat thioredoxin reductase 1. Potency, µM (titrated, usually from 114 µM), inactives show top-dose activity change, negative = inhibition, usual class: inhibitors. recombinant rTrxR1, NADPH fluorescence consumption, selenite substrate. O89049. hit rate 1% among 390,000; further: potency means the concentration at half of the fitted maximal effect; on the % scale 0 is the no-effect control and ±100 the full control effect; nearly all actives have a fitted effect of over 65% in size
#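 Rat TrxR1 (90 nM in the dispensed reagent) was pre-reduced with 400 uM NADPH for 5 min at room temperature, then incubated with compound for 15 min. After 400 uM selenite was added, NADPH fluorescence (Ex 340/Em 450 nm) was followed for 8 min.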
# * = called active by the depositor; ? = inconclusive; · = not tested or not shown; [ ] = dose if it differs, or a comment. Unless noted, the call rests on the fitted dose curve; in most records, active means well fitted curve in the direction sought with a large enough effect; inconclusive means small, poorly fitted or top-dose-only effect, or another doubt; inactive means no such curve, though single readings can be large; an effect the other way counts as inactive or inconclusive. Only part of the results is shown (hit frequency here may not be typical).
# Values in the order: LDHA block, RGS4 inhibitor, Vif-APOBEC3F blk, USP1 inh, IDH1 R132H inh, Glioma ERSR ind, Vif-A3G inh, TrxR1 substrate, rTrxR1 inhibitor
1. N/C(Cn1cncn1)=N\OC(=O)c1ccc(Cl)cc1
  0, ?, -3%, ?, 8%, 3%, 4%, -21%[57.1 µM], 13%[57.1 µM]
2. COc1ccccc1-c1cc(C(=O)NC2CCN(C)CC2)c2ccc(Cl)c(C)c2n1
  0, -3%, -1%, -10%, 3%, -5%, 3%, 1%, 15%
3. O=C(CCc1ccc(S(=O)(=O)N2CCOCC2)cc1)Nc1nccs1
  -7, -19%, 2%, -12%, 4%, -2%, -3%, 4%, 13%
4. CCN(CC)Cc1c(O)ccc2c(=O)c(-c3ccccc3)coc12
  2, -13%, 0%, -22%, 2%, 8%, -2%, 143%[activator], -11%
5. CCN(CC)CCNC(=O)c1c(C)oc2ncn(C)c(=O)c12
  -4, -7%, 9%, -12%, -16%, -2%, -3%, 8%, 15%
6. O=C(CCc1nc(-c2ccccc2F)no1)NCc1ccco1
  -8, 7%, -3%, 4%, 1%, 2%, 1%, -9%, -17%
7. CCNC(=S)N(Cc1ccc(OC)cc1)C1CC(=O)N(c2ccc(OCC)cc2)C1=O (stereo not given)
  1, 4%, 1%, -18%, 7%, -4%, -1%, -8%[57.1 µM], 5%[57.1 µM]
8. Cc1ccnc(N2C(=O)c3ccccc3C2Nc2ccccc2Cl)c1 (stereo not given)
  2, -10%, 4%, -16%, 11%, -4%, -3%, 5%[57.1 µM], 12%[57.1 µM]
9. Cc1ccccc1Cn1c(=O)n(CCc2ccccc2)c(=O)c2c(C)c(C)sc21
  -4, 3%, ·, -27%, ·, ·, ·, -4%, 2%
10. CS(=O)(=O)N(CC(=O)N1CCN(c2cccc(Cl)c2)CC1)c1cccc(F)c1
  3, -10%, -2%, -10%, 11%, -3%, 1%, 4%[57.1 µM], 32%[activator][57.1 µM]
11. CCNC(=S)N1CCCC(c2nc3ccc(C)cc3[nH]2)C1 (stereo not given)
  -8, -11%, -2%, -17%, 8%, -1%, -5%, 0%, 0%
12. CC(C)=C1C2CCC1C(C(=O)NCc1ccccc1)C2C(=O)O (stereo not given)
  -3, 0%, -15%, -20%, 10%, 4%, 0%, -6%, -11%
13. O=C(c1cc2nc(-c3ccco3)cc(C(F)(F)F)n2n1)N1CCN(c2ccccc2)CC1
  -2, -1%, -1%, 1%, -1%, -4%, 1%, 6%, -14%
14. COc1ccc(-c2nc(CS(=O)(=O)CC(=O)NC3CCC(C)CC3)c(C)o2)cc1 (stereo not given)
  0, -25%[56.9 µM], -3%, -19%, 1%, -3%, 1%, 1%[57.1 µM], 3%[57.1 µM]
15. Cc1cc(C[n+]2cc(Br)ccc2N)c2ncccc2c1
  -9, -8%, 8%, -13%, 13%, 2%, 2%, -1%, 7%
16. CSc1nc2nc3c(c(=O)n2[nH]1)CCC3
  -1, 15%, 0%, 0%, 5%, 0%, 0%, 14%[57.1 µM], 6%[57.1 µM]
17. O=C(Cn1cc(C(F)(F)F)ccc1=O)N1CCc2ccccc21
  -7, 9%, -2%, -12%, 1%, 1%, 0%, 3%, 15%
18. Cc1cc(C)c2cccc(N)c2n1
  29, -24%, -11%, -9%, 5%, -2%, -6%, 2%, 13%
19. CCOC(=O)c1noc2nc(C)n(Cc3ccc([N+](=O)[O-])cc3)c(=O)c12
  0, 10%, -2%, 6%, 0%, -3%, -4%, -8%[57.1 µM], -10%[57.1 µM]
20. CCOC(=O)N1CCc2c(sc3nc[nH]c(=O)c23)C1
  0, 36%, -1%, -5%, 0%, -6%, -5%, 8%[57.1 µM], 5%[57.1 µM]
21. FC(F)(F)c1nnc2sc(-c3ccncc3)nn12
  -2, 0%, 1%, -25%, -1%, -1%, 0%, 4%, 24%
22. COc1ccc(-n2nc(C(=O)Nc3ccc(OC)c(OC)c3)c3c4ccccc4n(C)c3c2=O)cc1
  0, -31%, -9%, -24%, -3%, -5%, -12%, -4%[57.1 µM], 8%[57.1 µM]
23. CCn1c(=O)sc2cc(NS(=O)(=O)c3ccc(F)c(C)c3)ccc21
  -2, 11%, -14%, -9%, -17%, 1%, -2%, -3%, 13%
24. O=C(Nc1ccccc1)c1cccc(N2C(=O)C3C4CC(C(Br)C4Br)C3C2=O)c1 (stereo not given)
  -7, 11%, -7%, -9%, 4%, -4%, 0%, -12%, -8%
25. COc1ccc(C2=NN(c3nc(-c4ccc(CNC(C)=O)cc4)cs3)C(c3ccco3)C2)cc1 (stereo not given)
  -2, -23%, 2%, ?, -8%, 2%, -7%, 14%, -11%
26. O=C(c1c(Cl)cccc1Cl)N1CCN(c2ncccn2)CC1
  -3, 14%, 0%, -11%, -7%, -7%, 1%, 3%, 16%
27. COC(=O)C1(C)NC(c2ccco2)C2C(=O)N(c3ccc(C)cc3)C(=O)C21 (stereo not given)
  -6, -6%, 0%, -15%, -9%, 0%, -1%, 9%[57.1 µM], 5%[57.1 µM]
28. CN1C(=O)Cc2cc(S(=O)(=O)CCC(=O)N3CCN(c4ccccc4F)CC3)ccc21
  5, 23%, -1%, -3%, ?, -2%, -3%, -2%[57.1 µM], -10%[57.1 µM]
29. O=C(Cn1ncc2c3ccccc3n(Cc3cccc(Cl)c3)c2c1=O)NCCC1=CCCCC1
  0, 7%, -14%, ?, -18%, -4%, -3%, 0%, 2%
30. Cc1cc(NC(=O)CC#N)n(-c2ccccc2)n1
  -2, 23%, -2%, -10%, 3%, -6%, 0%, 9%, 21%
31. C/C(CCc1ccccc1)=N/NC(=O)C(=O)NCc1ccccc1
  1, -14%, -4%, -23%, 3%, -4%, -2%, 0%, 5%
32. O=C(Nc1ccccc1)c1c2c(nc3ccccc13)CCCC2
  -3, 17%, -21%, -8%, -4%, 0%, -1%, 4%, 26%
33. CCC(C)C(=O)Nc1nnc(CCc2ccccc2)s1 (stereo not given)
  -6, ?, 5%, 3%, 5%, 4%, 1%, 3%[57.1 µM], 11%[57.1 µM]
34. Cc1ccc(N2CCN(C(=O)c3cc4cc5ccc(C)cc5nc4s3)CC2C)cc1 (stereo not given)
  3, 18%, -1%, -22%, 5%, -2%, 3%, -4%, 3%
35. COc1ccccc1CNC(=O)C(=O)NCC1OCCN1S(=O)(=O)c1ccc(Br)cc1 (stereo not given)
  -3, 14%, ?, -4%, 1%, -4%, 4%, -10%, -18%
36. Cc1c(C(=O)N(Cc2ccccc2F)C2CCS(=O)(=O)C2)oc2ccc(F)cc12 (stereo not given)
  -1, 7%, -6%, ?, 11%, -3%, 0%, -4%, 7%
37. CCCn1c(=O)c2sccc2n2c(CCCC(=O)NC3CCCCC3)nnc12
  1, -4%, -3%, -18%, 1%, -2%, -8%, 6%, 6%
38. CC(=O)O[C@]1(C(C)=O)CCC2C3C=C(C)C4=CC(=O)CC[C@]4(C)C3CC[C@@]21C (stereo not given in full)
  1, -9%, 9%, -21%, 0%, -4%, 2%, -2%, 7%
39. CCCc1nc(SCC(=O)c2ccccc2)c2c(=O)n(C)c(=O)n(C)c2n1
  -2, 9%, 0%, -23%, 1%, 1%, 2%, 0%[57.1 µM], 15%[57.1 µM]
40. COc1ccc(C(=O)NC2CC2)cc1OC1CCN(Cc2ccc(F)cc2)CC1
  -7, 14%, -1%, -5%, -3%, -4%, 1%, -15%, -15%
41. O=C(COC(=O)CCc1c[nH]c2ccccc12)Nc1cc([N+](=O)[O-])ccc1Cl
  -6, -24%, -7%, -15%, 1%, -3%, -1%, -2%, 0%
42. O=C(O)C1CCCN1S(=O)(=O)c1ccc2[nH]c(=O)c(=O)[nH]c2c1 (stereo not given)
  -13, 27%, -4%, -5%, -1%, -1%, 2%, 6%, -2%
43. CC(=O)Nc1ccc(S(=O)(=O)Oc2ccc(/C=C3\SC(N)=NC3=O)cc2)cc1
  -4, -9%, 3%, 1%, 0%, -3%, 0%, 0%[57.1 µM], 14%[57.1 µM]
44. O=C(Nc1ccccc1Cl)C1CC(=O)N(Cc2ccco2)C1 (stereo not given)
  -2, 0%, 3%, -14%, 3%, -2%, 3%, 1%, 17%
45. CCN(CC)CCC(=O)N1c2ccccc2CCc2ccc(NC(=O)OC)cc21
  0, -15%, 3%, -18%, 6%, ?, 4%, 17%, 47%[activator]
46. O=C(NCCc1c[nH]c2ccccc12)c1ccc2nc[nH]c2c1
  5, 1%, -3%, -15%, -4%, 2%, 0%, 4%[57.1 µM], 5%[57.1 µM]
47. Cc1ccc(S(=O)(=O)/N=C2\C=C(Nc3cccc(C(=O)O)c3)C(=O)c3ccccc32)c(C)c1
  40, -5%, 4%, 10µM*, 9%, -14%, 1%, -13%, -16%
48. O=C(Cc1cccc(C(F)(F)F)c1)NCc1ccc(Cl)cc1Cl
  3, 19%, 0%, -17%, 9%, 1%, 1%, -17%, -14%
49. C/C(=N\NC(=O)CCCNc1ccccc1)c1ccncc1
  2, 12%, 0%, ?, -6%, -4%, 1%, 6%[57.1 µM], 5%[57.1 µM]

# Bioassay records: PubChem, National Center for Advancing Translational Sciences (NCATS)
